VIM-2 inh – blocks Pseudomonas aeruginosa VIM-2 metallo-beta-lactamase. AID 1527. purified VIM-2, nitrocefin hydrolysis, epi-absorbance fluorescence. actives 0.89% (n = 290,000). inhibition, % at 5.6 µM;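 active = inhibition above the mean of all tested compounds plus 3 SD, cutoff set per screening run, cut at about 7.5% in these data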;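 note: red hydrolysis product quenches plate fluorescence so inhibitors raise well fluorescence; 0% = enzyme with DMSO and 100% = DMSO without enzyme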
NALP1 yeast inh – inhibitors of NALP1 inflammasome in yeast; inhibition, % at 10 µM; actives 0.61% (n = 280,000); S. cerevisiae NALP1/ASC/caspase-1 growth, X-gal OD620, 72 h; in the data active = inhibition mostly above about 24%, no sharp cut-off; inactive = mostly below about 32%; note: some compounds called inactive have numbers as strong as hits
DNA FID counter – fluorescent intercalator displacement, NS3 helicase counter-screen | DNA fluorescent intercalator displacement, fluorescence | inhibition, % at 7.9 µM | actives 0.17% (n = 290,000); in the data active = inhibition above about 37%;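 note: 0% = vehicle and 100% = reference compound; higher means more ethidium bromide displaced from hairpin DNA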
M18AAP inhibitor – blocks P. falciparum M18 aspartyl aminopeptidase; recombinant PfM18AAP, H-Glu-NHMec fluorogenic cleavage; inhibition, % at 7.35 µM; actives 1.2% (n = 290,000);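 active = inhibition above the campaign mean inhibition over all tested compounds plus 3 SD, cut at about 28% in these data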;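 note: 0% = plate median of test compound wells and 100% = 2 mM ZnCl2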
MEKK2 WT-MEK5 – raises or lowers MEK5 binding to wildtype human MEKK2 PB1 domain; bead flow cytometry, Alexa488-MEK5 binding to MEKK2 WT; actives lie on both sides; binding response (% of control), % at 10 µM; actives 1.1% (n = 290,000); in the data active = binding response below about 67% or above about 130%
UBC9 SUMO inh – blocks human SUMOylation mediated by UBC9; inhibition, % at 35 µM; HTRF SUMOylation assay, SAE1/SAE2 + UBC9, in vitro; actives 0.36% (n = 290,000); in the data active = inhibition above about 50%, passing the limit was not always enough; note: strong numbers were not always called active
Target sequence (P63279 whole entry, looked up): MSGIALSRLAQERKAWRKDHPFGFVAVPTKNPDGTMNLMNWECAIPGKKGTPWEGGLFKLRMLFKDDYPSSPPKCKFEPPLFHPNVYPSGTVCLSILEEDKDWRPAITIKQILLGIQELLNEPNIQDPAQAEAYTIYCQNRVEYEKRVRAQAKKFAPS
IMP-1 inh – inhibitors of Pseudomonas aeruginosa IMP-1 metallo-beta-lactamase. purified IMP-1, nitrocefin hydrolysis, epi-absorbance fluorescence. inhibition, % at 5.6 µM. actives 0.45% (n = 290,000). AID 1556;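 active = inhibition above the mean plus 3 SD of all compounds in the same screening run, cut at about 4.5% in these data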;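 note: 0% = IMP-1 with DMSO and 100% = DMSO wells lacking enzyme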
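Assay system: purified IMP-1; Quantity: IMP-1 0.2 nM before substrate addition; Medium: HEPES buffer pH 7.1 with ZnSO4 and Brij 35; Incubation: 15 min enzyme–compound preincubation, then 25 min nitrocefin reaction, 25 °C; Signal: fluorescence quenching readout, ex 480/em 530 nm; Controls: DMSO with and without IMP-1; Repeats: singlicate testing.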
NS3 helicase inh – blocks Hepatitis C virus NS3 helicase unwinding; NS3 helicase DNA unwinding, Cy5 molecular beacon fluorescence; inhibition, % at 10.9 µM; actives 0.56% (n = 290,000);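 active = inhibition above the mean of all tested compounds plus 3 SD, set per campaign, cut at about 35% in these data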;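 note: 0% = DMSO wells and 100% = thioflavine S control wells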
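Compound dosing – single dose, 10.9 µM nominal final, DMSO 0.8% final · System – NS3 helicase fragment of HCV · Buffer or medium – MOPS pH 6.5, MgCl2, DTT, Tween20, BSA · Signal – Cy5 beacon fluorescence read at start and 1 h · Also added – annealed dual-labelled DNA beacon duplex, ATP-started · Schedule – 1 h at 25 °C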
MEKK2mut PB1 HTS – signal of MEK5 binding to mutant human MEKK2 PB1 domain | bead flow cytometry, Alexa488-MEK5 binding to MEKK2 mutant | percent response, % at 10 µM | actives 0.35% (n = 290,000) | AID 1530; in the data active = percent response above about 24%, passing the limit was not always enough; note: inactives centre near 1; some results filed as inactive read as strong as hits
* hit, by the source's call; · = no result given.

SMILES,VIM-2 inh,NALP1 yeast inh,DNA FID counter,M18AAP inhibitor,MEKK2 WT-MEK5,UBC9 SUMO inh,IMP-1 inh,NS3 helicase inh,MEKK2mut PB1 HTS
COCCn1c(C)cc2c(c1=O)C(c1ccco1)C(C#N)=C(N)O2 (stereo not drawn),-3.0,9.1,-3.1,19.8,108.0,18.1,1.1,9.1,8.0
O=C(NCCCn1ccnc1)c1cc(-c2cccs2)on1,-3.6,20.9,5.1,10.7,108.0,-17.9,-3.0,-6.6,3.0
Cc1cccc(C(=O)Oc2ccc(/C=N/NC(=O)c3ccccc3O)cc2)c1,0.4,9.8,-4.8,-10.4,107.0,3.5,-3.1,10.4,1.0
CCC(C)(C)NC(=O)C(c1cccn1C)N(C(=O)Cn1nnc2ccccc21)c1ccc(OC)cc1OC (stereo not drawn),-1.2,-19.9,-43.3,-5.9,111.0,-8.2,-2.7,-5.6,4.0
COC(=O)CC(c1ccc(OC)c(OC)c1)c1ccc(OC)c(OC)c1,-0.7,-7.2,-16.1,1.3,101.0,20.9,-3.7,8.7,4.0
COCCN(C(=S)Nc1ccccc1OC)C(C)c1cccs1 (stereo not drawn),-0.7,25.3,-1.1,-11.1,105.0,0.4,-2.2,-9.8,1.0
COc1ccc(-n2c(SCC(=O)NCc3cccs3)nc3[nH]ncc3c2=O)cc1,2.0,-28.6,-5.6,52.2*,94.0,11.0,-3.8,2.9,-4.0
COc1cccc(C(=O)Nc2nnc(SCC(=O)NC3CCCC3)s2)c1,5.7,15.8,-21.8,-1.1,97.0,0.0,-3.0,-2.2,-4.0
O/N=C/c1cccn1-c1ccc(O)cc1,0.9,-24.8,0.4,10.2,100.0,4.1,1.6,6.3,0.0
CCOc1ccc(OCCSc2nnnn2C2CCCCC2)cc1,-1.5,2.7,-24.6,-2.8,·,-27.1,-2.2,-5.6,·
C(=N/Nc1cc(N2CCOCC2)nc(N2CCOCC2)n1)/c1ccccc1,-2.1,33.7,-18.5,8.7,95.0,-19.4,-1.2,-3.8,-3.0
NNc1ccc(S(=O)(=O)N2CCCCC2)cn1,-3.1,·,-5.4,33.3*,102.0,8.2,-1.3,10.2,2.0

Additional records
SMILES,VIM-2 inh,NALP1 yeast inh,DNA FID counter,M18AAP inhibitor,MEKK2 WT-MEK5,UBC9 SUMO inh,IMP-1 inh,NS3 helicase inh,MEKK2mut PB1 HTS
COc1ccc2nc(NC(=O)c3ccc(F)cc3)sc2c1,0.3,-16.7,-6.6,4.5,107.0,22.6,-3.4,16.8,2.0
OC(COc1ccc(OCc2ccccc2)cc1)CN1CCCCC1 (stereo not drawn),-1.2,17.7,17.1,-5.6,101.0,6.1,-2.1,-10.7,1.0
COC(=O)C(NC(=O)c1ccccc1C)(Nc1ncc(S(=O)(=O)c2ccc([N+](=O)[O-])cc2)s1)C(F)(F)F (stereo not drawn),-3.7,15.6,-11.9,8.3,103.0,1.8,-4.2,-7.2,4.0
CCN(CC)CCCNC(=O)c1cc2c(-c3ccc(Cl)cc3)nn(C)c2s1,-0.8,10.6,34.6,2.6,218.0*,31.1,-0.7,-76.4,29.0*
COC(=O)c1ccccc1NC(=S)N(Cc1ccc2c(c1)OCO2)Cc1cc2cccc(C)c2[nH]c1=O,-1.3,2.8,-4.2,2.2,101.0,-9.9,-4.2,1.8,17.0
Cc1cccc(C)c1NC(=O)CCc1nnc2ccc(N3CCCC3)nn12,-2.2,-11.9,-30.4,4.1,108.0,0.1,-1.6,-0.2,5.0
COc1ccc(C(=O)NCc2ccc(N3CCN(C(=O)OC(C)(C)C)CC3)cc2)cc1,-5.0,35.8,-22.2,0.5,93.0,14.0,-2.1,1.4,-6.0
CCOC(=O)c1c(C)[nH]c(C(=O)CN2C(=O)NC(C)(CC(C)C)C2=O)c1C (stereo not drawn),3.6,-3.8,-24.2,15.4,96.0,-2.9,0.8,-4.8,-3.0
COc1ccc(-c2nc(CN3CCCC(C(=O)NC4CCCC4)C3)c(C)o2)cc1 (stereo not drawn),-2.8,44.0*,4.8,1.2,117.0,18.3,-3.2,-4.8,3.0
Cc1ccc(NC(=O)CCSc2nnc(C)s2)cc1,-2.5,-83.4,-13.8,-0.1,97.0,10.8,-6.0,20.8,-7.0
Cc1ccc(S(=O)(=O)N2CCCCC2)cc1NC(=O)COC(=O)c1cc[n+]([O-])cc1,-3.0,10.4,-11.0,-2.0,102.0,-10.4,-4.4,-24.6,-2.0
O=C(NNC(=O)c1ccccc1-n1cccc1)c1ccc(F)cc1,-1.9,-13.0,-2.4,0.3,91.0,-10.4,-0.6,-1.7,-7.0

Some of these compounds in order of SMILES length, smallest number first.
SMILES,VIM-2 inh,NALP1 yeast inh,DNA FID counter,M18AAP inhibitor,MEKK2 WT-MEK5,UBC9 SUMO inh,IMP-1 inh,NS3 helicase inh,MEKK2mut PB1 HTS
O/N=C/c1cccn1-c1ccc(O)cc1,0.9,-24.8,0.4,10.2,100.0,4.1,1.6,6.3,0.0
COc1cccc(C(=O)Nc2nnc(SCC(=O)NC3CCCC3)s2)c1,5.7,15.8,-21.8,-1.1,97.0,0.0,-3.0,-2.2,-4.0
COCCn1c(C)cc2c(c1=O)C(c1ccco1)C(C#N)=C(N)O2 (stereo not drawn),-3.0,9.1,-3.1,19.8,108.0,18.1,1.1,9.1,8.0

Next section
SMILES,VIM-2 inh,NALP1 yeast inh,DNA FID counter,M18AAP inhibitor,MEKK2 WT-MEK5,UBC9 SUMO inh,IMP-1 inh,NS3 helicase inh,MEKK2mut PB1 HTS
COC(=O)c1c(C(=O)OC)c(-c2cccc(F)c2)n2c1CS(=O)C2 (stereo not drawn),0.1,6.8,-2.0,-2.7,106.0,-14.5,-2.0,10.5,2.0
FC(F)(F)c1cc(-c2ccccc2)nc2ncnn12,-1.0,-13.1,-2.6,9.1,101.0,5.9,-2.2,9.7,2.0
CCC1SC2=NC(C)=C(C(=O)OCC(C)C)C(/C=C/c3ccccc3OC)N2C1=O (stereo not drawn),-1.7,18.1,-9.6,-4.0,94.0,-13.8,-0.7,-1.6,2.0
Cc1noc(NS(=O)(=O)c2ccc(NC(=O)CSc3nnc(-c4ccccc4)n3C3CCCCC3)cc2)c1C,-3.2,-0.9,-39.3,6.3,92.0,12.0,-3.9,8.2,-3.0
CCn1c(SCC(=O)O)nnc1-c1ccc(S(=O)(=O)N2CCCC2)cc1,-0.7,1.1,-8.8,0.4,102.0,4.2,-1.6,5.0,1.0
CCCc1cc2c(cc1NC(=O)c1ccccc1F)OCO2,-3.1,27.6,-7.5,-1.8,99.0,9.0,-1.8,7.3,-2.0
CCN(Cc1cn2cccnc2n1)C1CCCCC1,-3.9,6.1,-10.1,-0.2,82.0,0.0,-2.0,-0.9,-12.0
O=C(CN1CCSCC1)N/N=C/c1ccc(F)cc1,-1.6,15.0,2.2,-2.4,102.0,17.7,-2.2,4.5,1.0
CCOC(=O)CC1COCCN1C(=O)CCc1nnc(-c2ccsc2)o1 (stereo not drawn),1.0,20.1,-13.3,-5.9,83.0,14.9,-0.6,-2.1,-10.0
COc1ccc(N2CCN(C(=O)c3cc(=O)[nH]c4ccccc34)CC2)cc1,0.8,-6.4,-13.4,0.4,89.0,-2.5,-1.9,-4.3,-8.0
S=C(NCc1ccco1)Nc1cc(Cl)c(Cl)cc1Cl,-3.5,28.8,0.5,4.0,117.0,0.3,-3.9,12.2,11.0
Cc1cc2cc(CNC(=O)Cc3cccs3)ccc2n1C,·,-0.8,·,·,108.0,-15.9,·,·,3.0

More compounds follow:
SMILES,VIM-2 inh,NALP1 yeast inh,DNA FID counter,M18AAP inhibitor,MEKK2 WT-MEK5,UBC9 SUMO inh,IMP-1 inh,NS3 helicase inh,MEKK2mut PB1 HTS
COc1cc(/C=N/NC(=O)CCN2CCN(C(c3ccccc3)c3ccccc3)CC2)ccc1O,-4.1,3.4,2.9,6.5,115.0,-16.7,-3.4,-51.0,10.0
CCOc1cc(Br)c(CC(=O)O)cc1OCC,-1.9,·,-1.7,1.1,77.0,13.4,-3.7,-2.3,-30.0
CC(=O)N/N=C\c1ccccc1OC/C=C/c1ccccc1,-2.5,3.8,-34.0,-8.8,101.0,12.2,-3.9,7.4,1.0
COc1cc(C(=O)Nc2ccncc2)c([N+](=O)[O-])cc1OC,2.5,10.0,-1.8,19.0,83.0,-4.1,0.7,13.6,-9.0
N#C/C(=C\N1CCN(Cc2ccc3c(c2)OCO3)CC1)c1nc2ccccc2s1,-0.5,-0.6,-3.9,-4.5,95.0,-12.4,-0.5,-2.2,-3.0
CC1=NNC(=O)/C1=C\c1cn(-c2ccccc2)nc1-c1ccccc1,-2.0,31.8,-8.3,65.7*,92.0,-15.9,-3.4,-5.2,-1.0
CCSc1nnc(-c2ccncc2)o1,0.2,10.3,-7.1,-3.6,90.0,-2.8,-3.3,17.9,-2.0
O=C(NC(=S)NNC(=O)c1ccccc1O)c1cccs1,4.9,-3.6,-5.8,44.0*,100.0,-17.2,-2.4,8.7,-3.0
O=C(NN1C(=O)C2C3CCC(O3)C2C1=O)c1ccc(Br)o1 (stereo not drawn),-2.0,29.6,-3.5,-4.8,99.0,10.6,-2.1,1.9,-1.0
C/C(CC(C)(C)C1CCCCC1)=N\NC(N)=S,-4.6,8.7,-24.8,-7.6,100.0,2.1,0.5,10.0,0.0
CC(C)N(Cc1nc(-c2ccccc2)no1)C(=O)CN(C)S(=O)(=O)c1ccccc1,3.1,3.4,-12.4,9.0,95.0,2.0,-0.7,-3.1,-2.0
Cc1ccc(NC(=O)CCS(=O)(=O)c2ccc(Br)s2)cc1,-2.0,10.2,-12.3,1.7,103.0,2.6,-1.8,-4.0,1.0

Next part:
SMILES,VIM-2 inh,NALP1 yeast inh,DNA FID counter,M18AAP inhibitor,MEKK2 WT-MEK5,UBC9 SUMO inh,IMP-1 inh,NS3 helicase inh,MEKK2mut PB1 HTS
COc1ccc(S(=O)(=O)CC2(O)CCN(C(=O)CC(C)C)CC2)cc1,-1.2,-2.5,-10.4,-11.5,108.0,-0.2,-1.9,2.2,-1.0
Cn1c(O)c(C(C#N)=C2N=c3ccccc3=N2)c2ccccc21,-1.3,1.9,3.6,1.4,101.0,-10.0,-1.5,0.4,-1.0
O=C(CCn1nc(-c2ccccc2)ccc1=O)N1CCCC1,-2.5,-2.4,-11.4,4.0,·,1.7,-3.2,3.8,·
COC(=O)c1ccc(NC(=O)CNS(=O)(=O)c2cccs2)cc1,-0.3,3.9,-1.6,5.5,90.0,11.8,2.8,1.3,-10.0
O=C(CCCn1ncn2c(cc3occc32)c1=O)NCc1cccc(Cl)c1,-0.3,16.5,-28.4,-2.5,90.0,-7.0,-0.8,28.6,-10.0
CCOc1ccc(NC(=O)CSc2ncc(-c3ccc(F)cc3)n2Cc2ccco2)cc1,-2.4,·,-20.2,7.3,103.0,5.2,-3.5,-9.1,6.0
COC(=O)C(/C=N/O)NC(=O)c1ccccc1 (stereo not drawn),-1.8,14.9,-3.8,-2.3,105.0,7.7,-1.7,1.8,0.0
COc1ccc(S(=O)(=O)N2CCOC2CNC(=O)C(=O)NCCc2c[nH]c3ccccc23)cc1C (stereo not drawn),-0.8,18.9,-32.8,3.9,100.0,-9.8,-2.5,-7.0,8.0
CN(C)S(=O)(=O)c1ccc(N2CCCC2)c(C(=O)NCc2ccccc2)c1,-4.7,10.6,-11.1,-2.8,100.0,7.3,-2.7,-5.3,-2.0
